Bioassay records from PubChem.
PTPN22 act – LYP phosphatase activators, primary screen, biochemical, DiFMUP fluorescence, 2 µM. hit rate 0.11% among 96,000. recombinant LYP; 0 = plate median, 100 = signal doubled. activation, % at 2 µM. Tyrosine-protein phosphatase non-receptor type 22 (Homo sapiens), Q9Y2R2;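 active = activation at 2 µM above a set limit, the mean plus 5 SD, cut at about 37% in these data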
Target sequence (Q9Y2R2 whole entry, looked up): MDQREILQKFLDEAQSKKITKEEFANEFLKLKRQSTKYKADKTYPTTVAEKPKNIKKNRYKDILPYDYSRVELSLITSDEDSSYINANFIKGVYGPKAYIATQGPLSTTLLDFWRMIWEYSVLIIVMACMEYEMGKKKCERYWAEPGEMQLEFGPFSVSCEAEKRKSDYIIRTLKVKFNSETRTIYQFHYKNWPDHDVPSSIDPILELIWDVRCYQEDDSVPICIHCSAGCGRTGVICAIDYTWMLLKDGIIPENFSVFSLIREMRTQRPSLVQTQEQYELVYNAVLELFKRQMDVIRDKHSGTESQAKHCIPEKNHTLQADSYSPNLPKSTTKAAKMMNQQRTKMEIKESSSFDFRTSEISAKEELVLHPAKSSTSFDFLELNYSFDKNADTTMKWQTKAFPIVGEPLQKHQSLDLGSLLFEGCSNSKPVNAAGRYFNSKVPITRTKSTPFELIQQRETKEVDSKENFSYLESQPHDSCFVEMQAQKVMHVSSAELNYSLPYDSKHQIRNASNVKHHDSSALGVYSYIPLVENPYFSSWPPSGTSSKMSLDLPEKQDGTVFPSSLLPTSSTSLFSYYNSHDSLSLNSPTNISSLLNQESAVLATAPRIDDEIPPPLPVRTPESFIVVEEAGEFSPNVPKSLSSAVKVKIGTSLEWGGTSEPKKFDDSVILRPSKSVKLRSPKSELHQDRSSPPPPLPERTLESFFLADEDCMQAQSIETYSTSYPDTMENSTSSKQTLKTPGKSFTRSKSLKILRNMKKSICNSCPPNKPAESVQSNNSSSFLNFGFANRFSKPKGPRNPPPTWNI
PLK1 inh – human PLK1 kinase inhibitors, primary screen, biochemical, TR-FRET; Serine/threonine-protein kinase PLK1 (Homo sapiens), P53350; recombinant PLK1 kinase, TR-FRET peptide phosphorylation; inhibition, % at 10 µM; hit rate 0.53% among 97,000; AID 619, 2007;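 active = inhibition of 50% or more in the single-concentration screen; inactive = inhibition below 50%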;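 note: 0% = DMSO max control and 100% = H-89 dihydrochloride min control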
CYP2C9 activ – human CYP2C9 activators, primary screen, biochemical, luminescence | Cytochrome P450 2C9 (Homo sapiens), P11712 | recombinant CYP2C9, luciferin-H conversion; stronger effect = higher value; factor 1 = untreated enzyme, 0 = blocked | activation factor at 5 µM | hit rate 1.4% among 96,000 | AID 1024, 2008;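 active = activation factor of 2 or more for CYP2C9 at a 5 µM dose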;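 note: 0 = sulfaphenazole-blocked wells and 1 = vehicle-only wells; values of inactives mirror those of a sister screen read the other way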
CYP2C9 inhib – blockers of cytochrome P450 2C9 activity – biochemical, luminescence, ADME assay, primary screen | P11712 | CYP2C9 Supersomes, luciferin-H conversion | inhibition, % at 5 µM | hit rate 20% among 96,000 | AID 777, 2007;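 active = blocking of liver enzyme CYP2C9 beyond about 50% at 5 µM, limit read from the data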; note: values of inactives mirror those of a sister screen read the other way
EphB4 antag – EphB4-ephrin-B2 interaction antagonists, primary screen, biochemical, TNYL-RAW peptide probe, fluorescence polarization | Ephrin type-B receptor 4 (Homo sapiens), P54760 | EphB4 LBD / TNYL-RAW-Alexa532 peptide | inhibition, % at 7 µM | hit rate 0.15% among 97,000;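 active = inhibition above the screen-wide mean inhibition plus 3 SD, cut at about 15% in these data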;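 note: 0% = DMSO wells and 100% = excess unlabeled TNYL-RAW peptide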
LYP inh 2 – PTPN22 phosphatase inhibitors, primary screen, biochemical, DiFMUP fluorescence, 2 µM. hit rate 0.21% among 96,000. recombinant LYP catalytic domain. inhibition, % at 2 µM;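 active = inhibition at 2 µM at or above a set limit, the screen mean plus 3 SD, cut at about 24% in these data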;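 note: 0% = DMSO with enzyme and 100% = enzyme fully blocked by orthovanadate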
Plk1 PBD FP – Plk1 polo box domain binding inhibitors, primary screen, biochemical, fluorescence polarization | Plk1 PBD phosphopeptide binding | inhibition, %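 (tested at about 20 µM)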 | hit rate 0.13% among 97,000 | AID 693, 2007; in the data active = inhibition above about 34%, passing the limit was not always enough
Candida biofilm – clotrimazole potentiators killing Candida biofilms, primary screen, with clotrimazole, Alamar Blue; C. albicans biofilm + clotrimazole; inhibition, % at 6 µM; hit rate 0.14% among 85,000; AID 834, 2007;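 active = inhibition above 20%; inactive = inhibition below 20%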;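 note: preformed 24 hr biofilms exposed to compound for 48 hr; 0% = biofilm without compound and 100% = blank killed by clotrimazole plus chlorhexidine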
Rev-RRE block – HIV-1 Rev-RRE binding inhibitors, primary screen, biochemical, FRET, protein-RNA interaction; Rev peptide-RRE RNA binding; AID 704, 2007; hit rate 0.79% among 97,000; inhibition, % at 8 µM;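 active = inhibition above the screen-wide mean plus 3 SD, cut at about 35% in these data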;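 note: 0% = median DMSO wells and 100% = median Neomycin B control wells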
Target sequence (P05866 whole entry, looked up): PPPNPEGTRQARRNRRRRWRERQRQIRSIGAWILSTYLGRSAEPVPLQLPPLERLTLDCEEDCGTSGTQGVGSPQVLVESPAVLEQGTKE
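Assay system: Labelled RRE RNA duplex and labelled Rev peptide | Times: 5 min preincubation and 15 min binding, 25 °C | Detection: FRET, ex 480 nm, em 540 and 671 nm | Evaluation: % inhibition of FRET ratio versus controls | Benchmarks: DMSO wells as 0% and neomycin B wells as 100% inhibition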
Active calls of the source: *; x = not tested or not shown; [ ] = remark or other dose.

compound	Rev-RRE block	Plk1 PBD FP	PLK1 inh	LYP inh 2	PTPN22 act	Candida biofilm	EphB4 antag	CYP2C9 activ	CYP2C9 inhib
COCCSc1ccccc1C(=O)Nc1cc(C)on1	-2	12	-2	-4	-1	-3	2	1	5
O=C(NCc1ccco1)c1sc2ccccc2c1Cl	1	-1	-7	-10	9	7	-5	x	x
CCOC(=O)CSc1nnc(CNC(=O)Cc2ccccc2)n1C	5	-37	-11	7	-8	-2	-8	1.1	-12
COc1ccc(C(=O)OCC(=O)NCC2CCCCC2)cc1S(=O)(=O)N1CCCc2ccccc21	7	16	-11	8	-7	0	-1	0.9	10
CCN(CC)C(=O)COc1cc(C)cc2oc(=O)cc(-c3ccccc3)c12	10	8	-12	14	-12	9	1	0.8	23
O=C(CCc1ccc(Oc2cc([N+](=O)[O-])cc([N+](=O)[O-])c2)cc1)N1CCCCC1	8	33	-9	x	x	x	1	0.2	82*
Cc1ccccc1C(=O)N1CCN(c2ccc([N+](=O)[O-])c(N3CCOCC3)c2)CC1	-2	1	-15	4	0	x	-3	0.4	59*
O=C(Nc1cccc(C(=O)N2CCCCCC2)c1)c1ccco1	4	14	-13	-2	1	9	-6	1.1	-14
CCc1ccccc1NC(=O)c1onc(C)c1Cl	5	16	-8	-3	0	-14	8	1	2
Cc1[nH]n2c(=O)cc(C(C)C)nc2c1-c1ccccc1	4	-5	0	-3	0	5	-1	0.8	18
CSc1ccc(C2NC(=O)c3c(sc4c3CCN(C)C4)N2)cc1 (stereo not drawn)	84*	-18	-12	4	-7	4	0	0.7	27
O=C(Nc1ccc(Cl)cc1)C1CC=CCC1C(=O)OCC(F)(F)C(F)F (stereo not drawn)	1	2	-28	-20	16	6	-5	1	-2
CCOC(=O)c1sc2ncn(/N=C/N(C)C)c(=O)c2c1C	2	23	-7	-4	6	5	-11	1.1	-10
O=C(Nc1cc(C(F)(F)F)ccc1-n1cncn1)c1ccc(Br)cc1	6	-13	-5	-1	-2	10	0	0.9	10
CC(C)C1(C)C(=O)N=C2c3ccccc3C(=O)N21 (stereo not drawn)	6	-7	-4	2	-2	3	-2	1	2
O=C(NCCCNCc1ccccc1)c1ccncc1	10	6	-13	-1	1	9	4	1	-3
O=C(NC1CCCCCCC1)NC1CCCCC1	1	-6	-2	-1	1	3	-4	0.9	9
CCCCc1ccc(NC(=O)COCC)cc1	7	4	-12	-4	5	6	9	0.7	26
COc1ccc(C(=O)N/C(N)=N/c2nc3ccccc3o2)cc1	10	-19	-5	16	-19	7	-6	0.9	10
CCOC(=O)N1CCN(C(=O)c2ccc(CNS(=O)(=O)c3ccc(C)cc3)cc2)CC1	4	-17	-5	-4	2	9	-1	0.8	24
CN(C)c1nc2ccc(OCCN3CCCCC3)cc2s1	3	-8	-14	-4	1	7	-6	0.9	8
CC1Cn2c(nnc2C23CC4CC(CC(C4)C2)C3)S1 (stereo not drawn)	4	-4	-7	13	-13	3	-2	1.3	-29
CCOC(=O)N1CCN(S(=O)(=O)c2cc(Br)cnc2N)CC1	-1	1	26	5	-5	4	2	0.1	94*
C=CCc1c(C)nc(C)nc1N/N=C/c1ccc(N(C)C)cc1	4	6	-6	4	-2	3	-4	1	1
CCOc1ccc(S(=O)(=O)Nc2ccc(S(=O)(=O)N3CCCC3)cc2)cc1	1	-24	-9	-12	11	1	3	0.1	94*
Clc1ccc(-c2nnc(SCc3nc(-c4ccccc4)no3)o2)cc1	10	-14	-7	-1	0	-8	8	0.3	71*
CCOC(=O)C1CCCc2c1[nH]c1c(C(=O)O)cccc21 (stereo not drawn)	1	25	-2	-12	9	x	-5	1	2
O=C(Cc1ccccc1)N1CCN(C(=O)c2ccco2)CC1	-3	5	-5	-7	6	8	-7	x	x
COc1ccc2cc3cc(C(=O)NCc4ccc5c(c4)OCO5)oc3nc2c1	3	-13	-5	-5	5	5	5	0.4	64*
CCS(=O)(=O)c1ccc2oc(Nc3cc(C)cc(C)c3)nc2c1	14	-21	-5	-2	4	3	-5	0.6	44
CCc1ccccc1NC(=O)c1cc2ncc(Br)cn2n1	1	-1	-4	2	0	7	3	1	-2
O=C(NCc1ccc2c(c1)OCO2)c1ccc(Cl)c(S(=O)(=O)N2CCOCC2)c1	6	18	2	4	-2	-1	4	0.3	68*
C/C(=N\NC(=O)c1ccc(C)cc1)C1C(=O)c2ccccc2C1=O	9	-16	-4	7	-7	6	8	x	x
COc1cc(N2CCCC2)c(OC)cc1/C=C(/C#N)c1ccc(Br)cc1	114*[fluorescence artefact?]	-137	-24	-4	4	11	-12	1.2	-20
Cc1ccc(/C=c2\sc3n(c2=O)CN(c2cccc(Br)c2)CN=3)o1	1	-14	-15	11	-9	2	-5	0.7	28
Cc1ccc2nc(-c3ccc(NS(C)(=O)=O)cc3)cc(-c3ccccc3)c2c1	0	-31	-13	1	3	x	2	0.5	53*
CC(=O)N1CCN(C(=O)CC2OC(=O)c3ccccc32)CC1 (stereo not drawn)	12	-16	-9	0	2	8	-9	0.9	13
O=C(NCC(=O)N(c1cccnc1)C(C(=O)NC1CCCCC1)c1cccnc1)c1ccco1 (stereo not drawn)	2	11	-5	-9	6	11	-10	1	0
O=C(NCC1CCCO1)c1cccc(NC(=O)c2ccco2)c1 (stereo not drawn)	7	-3	-11	-4	3	11	1	1	-1
O=C(Cc1ccc(-n2cccc2)cc1)N1CCN(c2ccccc2F)CC1	7	-18	-7	-7	4	1	5	0.4	63*
COc1ccccc1-n1cnnc1SCC(=O)Nc1nc(C)c(Cl)cc1Cl	3	-23	-15	6	-6	1	4	0.8	21
CCCc1ccc(OC(=O)c2cccs2)cc1	13	7	-8	1	2	9	-4	1	-1
Cc1ccc(-c2nnc(SCC(=O)Nc3ccc(S(=O)(=O)N4CCCCCC4)cc3)o2)cc1	4	-7	-10	6	-6	0	-6	0.7	25
CCOC(=O)Cn1cc(C=O)c2ccccc21	8	-7	-3	-16	12	-3	4	1.1	-13
Cc1c(C(=O)O)oc2c1ccc1ccccc12	9	13	1	-7	6	8	2	0.9	7
COc1ccc(C(=O)O)cc1S(=O)(=O)N(C)CCc1cccnc1	4	0	-10	-4	8	8	4	0.8	15
CCOc1ccc(-n2c(C)nc3c(cnn3-c3ccc(Cl)cc3)c2=O)cc1	3	12	-6	10	-13	x	-2	1.2	-25
O=C(c1ccc(Cl)cc1)N1CCC(O)(CSc2ccccc2)CC1	12	-17	-6	x	x	x	-1	0.6	40
CCCOC(=O)NC(CC)COC(=O)Nc1cccc(C)c1C (stereo not drawn)	3	-9	-6	-9	6	x	0	0.8	16
Cc1cc[n+](-c2nc3ccccc3nc2C(=C=[N-])C#N)cc1	34	-50	-14	6	-6	9	6	1.1	-5
O=C(NCc1ccncc1)C1CCN(S(=O)(=O)Cc2ccccc2)CC1	3	5	-3	11	-9	4	-1	0.1	92*
O=C1C2CCCN2C(c2ccccc2F)N1c1cccc(Cl)c1 (stereo not drawn)	-5	-21	-5	2	-4	8	-6	0.6	43
COc1ccccc1CNC(=O)c1cnn2c(C(F)F)cc(C)nc12	8	-5	-9	0	4	7	-3	2.2*	-120
Cn1c(SCC(=O)NC2CCCC2)nnc1-c1ccc(S(=O)(=O)N2CCOCC2)cc1	-4	2	-19	8	-6	8	-2	1.1	-5
COC(=O)c1c(C(=O)OC)c(-c2ccc(Cl)c(Cl)c2)n2c1CCC2	11	-8	-15	1	3	x	4	0.6	37
CCCCC(NC(=O)c1ccc(Cl)cc1)C(=O)O (stereo not drawn)	-1	0	2	-5	4	10	-7	0.7	30
COc1ccc(CNc2nc(SCC(=O)NCc3ccco3)nc3ccccc23)cc1	5	7	7	-5	9	6	11	x	x
Cc1oc2ccccc2c1-c1cn2c(n1)SCC2	0	-11	-7	11	-12	6	5	1.2	-16
Fc1ccccc1CNc1ccc(Cl)cc1	4	-3	-12	6	-1	x	2	1	1
CC(C)CC(c1nnnn1CC1CCCO1)N1CCN(Cc2ccc3c(c2)OCO3)CC1 (stereo not drawn)	-2	7	0	-5	10	-2	-5	1.1	-9

Rev-RRE block, what is marked active above.
smiles	Rev-RRE block	Plk1 PBD FP	PLK1 inh	LYP inh 2	PTPN22 act	EphB4 antag	CYP2C9 activ	CYP2C9 inhib
CSc1ccc(C2NC(=O)c3c(sc4c3CCN(C)C4)N2)cc1 (stereo not drawn)	84*	-18	-12	4	-7	0	0.7	27
COc1cc(N2CCCC2)c(OC)cc1/C=C(/C#N)c1ccc(Br)cc1	114*[fluorescence artefact?]	-137	-24	-4	4	-12	1.2	-20

(list continues)
compound	Rev-RRE block	Plk1 PBD FP	PLK1 inh	LYP inh 2	PTPN22 act	Candida biofilm	EphB4 antag	CYP2C9 activ	CYP2C9 inhib
COc1ccc(NC(=O)c2c(C)cc(=O)oc2C)c(OC)c1	7	-8	-8	-1	1	3	1	1	3
O=C(OCc1ccc(Cl)c(Cl)c1)c1ccccn1	11	-23	-8	6	-6	1	10	0.5	53*
CCC(c1nnnn1CCOC)N1CCN(Cc2ccccc2OC)CC1 (stereo not drawn)	-1	15	-3	-6	4	5	-3	1.2	-15
FC(F)(F)c1cc(NCc2cccs2)n2ncnc2n1	8	-8	-15	5	-3	x	0	1.1	-8
O=C1c2cccc3c([N+](=O)[O-])ccc(c23)C(=O)N1c1ccccn1	17	12	-12	14	-12	x	2	1.1	-8
O=C(NNC1=C(C(=O)C(F)(F)F)CCC1)c1ccccc1Cl	5	-7	13	-4	3	10	-4	0	96*
COc1ccc(C(=O)NCc2nnc(SCC(=O)N3CCc4ccccc43)o2)cc1OC	7	-9	21	-2	6	8	1	1.2	-20
CN(C)/C=N/C(=S)Nc1ccccc1F	4	-2	-3	-17	21	6	-1	1.1	-6
Cc1ccnc2nc(C(=O)NCc3cccs3)nn12	3	-26	-9	-15	15	6	1	1	4
Cc1ccc(S(=O)(=O)c2n[nH]n3c2nc(=O)c2ccccc23)cc1	2	21	-16	4	-6	0	2	0.1	94*
O=C(NC1CCCC1)c1cc(-c2cccs2)on1	4	-13	0	-5	-1	6	7	1.3	-28
COc1ccc(-c2nnc(SCc3nnc(-c4ccccc4)o3)n2-c2ccccc2)cc1	4	10	-16	3	-5	8	1	1	-2
CCCCn1c(SCC(=O)Nc2sc3c(c2C(N)=O)CCC3)nnc1-c1ccccc1	0	-1	-4	16	-20	9	-2	x	x
CC1(C)Cc2cccc(OCC(N)=O)c2O1	10	0	-8	7	-4	4	2	1.1	-6
C=CCc1cccc2cc(NC(C)=O)c(=O)oc12	5	3	-11	-2	1	-1	0	2.8*	-181

An excerpt from above in order of their number in LYP inh 2, highest first.
canonical_smiles | LYP inh 2
COc1ccc(-c2nnc(SCc3nnc(-c4ccccc4)o3)n2-c2ccccc2)cc1 | 3
O=C(NC1CCCC1)c1cc(-c2cccs2)on1 | -5
Cc1ccnc2nc(C(=O)NCc3cccs3)nn12 | -15

Hits appear at their usual frequency; about 20% have a hit in one of these screens.
